Bioassay records deposited in PubChem by Broad Institute.
FN deposit inh: fibronectin deposition inhibition | AH1F fibroblasts, Alexa488-fibronectin deposition fluorescence, overnight | inhibition, % at 12.6 µM | 350,000 compounds, 0.086% hits | AID 743247;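 active means mean inhibition across replicates of 30% or more, regardless of how many single replicates reach that level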;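 further: positive control wells lacked labelled fibronectin entirely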
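Schedule: 1 h cell adhesion before compound, then overnight fibronectin incubation; test system: AH1F fibroblast monolayer depositing Alexa488-labelled fibronectin into matrix; quantity: 10000 AH1F cells per well; probe or stimulus: fluorescent fibronectin at 24 nM final; signal: fluorescence, ex 485 nm, em 525 nm; evaluation: percent inhibition as loss of matrix-bound fibronectin fluorescence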
EWS-Fli block: inhibitors of EWS/Fli oncoprotein transcriptional activity | A673 NR0B1-luciferase reporter, viability-normalised | inhibition, % at 12.6 µM | 350,000 compounds, 0.67% hits;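 active means mean inhibition of at least 50% after viability correction, with every replicate also passing that limit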;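 further: firefly luciferase signal divided by Alamar Blue viability fluorescence both relative to DMSO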
Cneo AK release: causes C. neoformans cell lysis; adenylate kinase release luminescence, 4 h; normalised: neutral wells 0, clomiphene wells 100; lysis activity, % at 15 µM; 360,000 compounds, 0.2% hits;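 active means mean lysis activity across replicates of at least 80%, whatever share of replicates individually reach that level; inactive means mean lysis activity below 80%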
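Test system: log-phase Cryptococcus neoformans yeast cells. Input: 5 × 10^6 yeast cells/mL. Medium: fresh YPD growth medium. Doses: single dose. Incubation: static 4 h at 37 °C with compound, 1 h detection. Measured by: luminescent adenylate kinase detection reagent. Read-out: signal increase indicating cell lysis. Benchmarks: Clomiphene.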
miR122 inh: inhibitors of miR-122 in Huh7 cells; Huh7 miR-122 Renilla luciferase sensor, 48 h; neutral wells = 0, positive control = 100; activation (reporter increase), % at 12.5 µM; 340,000 compounds, 0.3% hits;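 active means mean replicate activation score at least 90 and every replicate individually at or above 90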;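 further: higher luciferase means less miR-122 activity so hits act as miR-122 inhibitors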
PGC1a acetyl inh: lowers PGC1a acetylation signal in U2OS cells; AlphaScreen anti-acetyl-lysine; with virally co-expressed GCN5 acetyltransferase; inhibition, % at 15.6 µM; 350,000 compounds, 0.17% hits; AID 651687;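 active means every replicate shows inhibition of at least 40%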;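 further: 0% = neutral control wells and 100% = positive control wells; some results beyond the cut were filed as inactive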
PAX8 reporter: lowers PAX8-driven luciferase in RMG-I cells. RMG-I TPO-luciferase reporter, SteadyGlo, 24 h. 360,000 compounds, 1.2% hits. inhibition, % at 12.6 µM. AID 652154;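 active means mean replicate inhibition at least 60% with every replicate also reaching 60%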;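 further: luciferase light reporting Pax8 driven TPO promoter activity; plate controls were median of neutral control wells for no effect and mitoxantrone controls for full effect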
Casp6 inh: blocks human caspase-6 cleavage activity; inhibition, % at 12.5 µM; purified caspase-6, Z-VEID-R110 cleavage fluorescence; 350,000 compounds, 0.53% hits; P55212; AID 686996;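 active means mean inhibition across replicates at least about 35%, with every replicate also reaching that limit, limit read from the data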;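 further: 0% = median of neutral control wells and 100% = no fluorescence left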
Target sequence (P55212 24-179 limits assumed): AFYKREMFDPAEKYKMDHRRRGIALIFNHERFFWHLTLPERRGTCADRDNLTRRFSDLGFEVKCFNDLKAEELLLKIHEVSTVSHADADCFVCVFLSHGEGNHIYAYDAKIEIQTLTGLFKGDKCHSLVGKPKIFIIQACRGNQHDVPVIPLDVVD
Target sequence (P55212 194-293 limits assumed): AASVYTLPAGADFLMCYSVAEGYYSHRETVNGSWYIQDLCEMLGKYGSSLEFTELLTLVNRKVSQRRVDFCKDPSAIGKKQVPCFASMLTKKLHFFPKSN
LGR2 inh: Drosophila LGR2 receptor signaling inhibition; HEK293 LGR2, CRE-luciferase, bursicon-stimulated, 4 h; inhibition, % at 9.99 µM; 380,000 compounds, 0.35% hits; AID 720647;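 active means drop in luminescence signal, shown as inhibition above about 50% in the replicate tests, limit read from the data, passing the limit was not always enough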;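 further: agonist challenge used bursicon conditioned medium at about half maximal strength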
An asterisk follows results filed as active; [ ] = dose if it differs, or a comment.

Screening CCN(CC)C(=O)c1[nH]cnc1C(=O)Nc1cccc(Cl)c1 returned FN deposit inh 4, EWS-Fli block 17, Cneo AK release 2, miR122 inh -7, PAX8 reporter 2, Casp6 inh -2 and LGR2 inh -11.
`O=C(c1cccnc1)N1CC(=O)N2[C@H](C1)[C@H](c1ccc(-c3ccc(F)cc3)cc1)[C@@H]2CO` gave EWS-Fli block -10, PGC1a acetyl inh 13, PAX8 reporter 2, Casp6 inh -3 and LGR2 inh 10.
Screening COc1cc(F)ccc1S(=O)(=O)N1CCN(Cc2ccccc2)CC1 returned FN deposit inh -1, EWS-Fli block 7, Cneo AK release 0, miR122 inh -3, PGC1a acetyl inh 6, PAX8 reporter -2, Casp6 inh 0 and LGR2 inh -3.
Screening C[C@H](CO)N1C[C@H](C)[C@@H](CN(C)Cc2ccncc2)Oc2ccc(NC(=O)CCN3CCOCC3)cc2CC1=O returned Cneo AK release 2, miR122 inh 3[16.7 µM], PGC1a acetyl inh 4, PAX8 reporter -6, Casp6 inh -5 and LGR2 inh 5.
COc1ccc(/C=N/n2cnnc2)cc1Br was read as FN deposit inh 11, EWS-Fli block 17, Cneo AK release 1, miR122 inh -2, PGC1a acetyl inh 2, PAX8 reporter -38 and Casp6 inh 0.
COc1cccc(C(=O)Nc2ccc3c(c2)OC[C@@H](C)N(CC2CC2)C[C@@H](C)[C@@H](OC)CN(C)C3=O)c1 was read as FN deposit inh 2, EWS-Fli block 0, Cneo AK release -3, miR122 inh 0[16.7 µM], PGC1a acetyl inh -19, Casp6 inh -2 and LGR2 inh -13.
`COc1cc(-c2cnc3c(NC=O)cc(-c4cccnc4)cn23)cc(OC)c1OC` gave FN deposit inh 3, EWS-Fli block 44, Cneo AK release 6, PAX8 reporter 5, Casp6 inh 7 and LGR2 inh -20.
Cc1ccc(N(Cc2ccccc2)C(=O)c2cc(S(=O)(=O)N3CCOCC3)ccc2N2CCCC2)cc1 was read as FN deposit inh -6, EWS-Fli block 4, Cneo AK release 1, miR122 inh 10, PAX8 reporter -5, Casp6 inh 3 and LGR2 inh 5.
CN(C)S(=O)(=O)c1cccc(COC(=O)CNC(=O)c2ccc(Br)o2)c1 was read as FN deposit inh 5, EWS-Fli block -3, Cneo AK release 3, miR122 inh -2, PAX8 reporter 9, Casp6 inh 7 and LGR2 inh 2.
`CCOC(=O)c1cc2c(C)nn(-c3ccccc3)c2s1` gave FN deposit inh -5, Cneo AK release 0, miR122 inh 10, PGC1a acetyl inh -13 and PAX8 reporter -80.
Screening Cc1cc(SCC(=O)c2ccccc2)nc(=O)[nH]1 returned FN deposit inh -12, Cneo AK release -1, miR122 inh -2, PAX8 reporter -123, Casp6 inh 14 and LGR2 inh -18.
Screening Cc1ccc(S(=O)(=O)Nc2cccc3c2O[C@H](CN(C)S(=O)(=O)c2ccc(C)cc2)[C@H](C)CN([C@H](C)CO)C3=O)cc1 returned EWS-Fli block -2, Cneo AK release 2, miR122 inh -2[16.7 µM], PGC1a acetyl inh 2, PAX8 reporter 17, Casp6 inh -1 and LGR2 inh 1.
`C[C@@H]1CN([C@H](C)CO)C(=O)c2cccc(NS(=O)(=O)c3cccs3)c2O[C@@H]1CN(C)S(=O)(=O)c1cccs1` gave EWS-Fli block -6, Cneo AK release -2, miR122 inh -5[16.7 µM], PGC1a acetyl inh -7, PAX8 reporter -6, Casp6 inh 0 and LGR2 inh -8.
O=C(C[C@H]1C=C[C@@H](NC(=O)CC2CC2)[C@@H](CO)O1)NCc1ccc(-c2ccccc2)cc1 was read as FN deposit inh -5, PGC1a acetyl inh -5, Casp6 inh 2 and LGR2 inh -7.
For Cc1cc([N+](=O)[O-])ccc1NC(=O)COc1nsnc1N1CCOCC1 the results were FN deposit inh -7, EWS-Fli block -2, Cneo AK release 3, miR122 inh 3, PGC1a acetyl inh -20, PAX8 reporter 9, Casp6 inh 6 and LGR2 inh 4.
Screening CNC(=O)c1c(NC(=O)c2cccc(N3C(=O)CCC3=O)c2)sc2c1CCCC2 returned FN deposit inh 6, EWS-Fli block -3, Cneo AK release -2, miR122 inh -5, PGC1a acetyl inh -4, PAX8 reporter -6, Casp6 inh -2 and LGR2 inh 0.
Screening C[C@H]1CN([C@@H](C)CO)C(=O)c2cccc(NS(=O)(=O)c3cccs3)c2O[C@@H]1CN(C)C(=O)Nc1ccc2c(c1)OCO2 returned EWS-Fli block -5, Cneo AK release -1, miR122 inh -2[16.7 µM], PGC1a acetyl inh 0, Casp6 inh 5 and LGR2 inh -2.
COc1ccc(NC(=O)Nc2cccc3c2O[C@@H](CN(C)S(=O)(=O)c2ccccc2)[C@@H](C)CN([C@H](C)CO)C3=O)cc1 was read as EWS-Fli block -4, Cneo AK release -7, miR122 inh 1[16.7 µM], PGC1a acetyl inh -2, PAX8 reporter 11, Casp6 inh -1 and LGR2 inh 17.
Screening O=C(CN1C(=O)c2cccc([N+](=O)[O-])c2C1=O)NCc1ccccc1 returned FN deposit inh -2, EWS-Fli block -15, Cneo AK release -2, miR122 inh 4, PGC1a acetyl inh -19, PAX8 reporter 1, Casp6 inh 3 and LGR2 inh 8.
Cc1ccc(C(=O)C2CCN(C(=O)c3ccc(C)cc3)CC2)cc1 was read as FN deposit inh 0, EWS-Fli block 5, Cneo AK release -2, miR122 inh -5, PGC1a acetyl inh 2, PAX8 reporter 11, Casp6 inh 0 and LGR2 inh 11.

A run of entries from further up, as a working copy:
COc1cccc(C(=O)Nc2ccc3c(c2)OC[C@@H](C)N(CC2CC2)C[C@@H](C)[C@@H](OC)CN(C)C3=O)c1 was read as FN deposit inh 2, EWS-Fli block 0, Cneo AK release -3, miR122 inh 0[16.7 µM], PGC1a acetyl inh -19, Casp6 inh -2 and LGR2 inh -13.
`COc1cc(-c2cnc3c(NC=O)cc(-c4cccnc4)cn23)cc(OC)c1OC` gave FN deposit inh 3, EWS-Fli block 44, Cneo AK release 6, PAX8 reporter 5, Casp6 inh 7 and LGR2 inh -20.
Cc1ccc(N(Cc2ccccc2)C(=O)c2cc(S(=O)(=O)N3CCOCC3)ccc2N2CCCC2)cc1 was read as FN deposit inh -6, EWS-Fli block 4, Cneo AK release 1, miR122 inh 10, PAX8 reporter -5, Casp6 inh 3 and LGR2 inh 5.

The listing continues.
COc1ccccc1CNC(=O)C[C@H]1C[C@H]2c3cc(NC(=O)Nc4ccccc4F)ccc3O[C@H]2[C@@H](CO)O1 was read as EWS-Fli block 0, Cneo AK release 1, miR122 inh 0[16.7 µM], PGC1a acetyl inh 9, PAX8 reporter -12, Casp6 inh -7 and LGR2 inh 6.
Screening O=C(Nc1ccc2c(c1)OCCO2)C1c2ccccc2OCC(=O)N1CCc1ccccc1 (configuration not stated) returned FN deposit inh 15, EWS-Fli block -3, PAX8 reporter 23, Casp6 inh -2 and LGR2 inh 2.
For C[C@H](CO)N1C[C@H](C)[C@H](CN(C)Cc2cccc(C(=O)O)c2)Oc2ncc(-c3ccccc3F)cc2C1=O the results were EWS-Fli block -14, Cneo AK release 2, miR122 inh 10[16.7 µM], PGC1a acetyl inh 2, Casp6 inh 1 and LGR2 inh 35.
Screening O=C(C[C@@H]1C[C@@H]2c3cc(NC(=O)CC4CC4)ccc3O[C@@H]2[C@@H](CO)O1)NCc1ccccn1 returned FN deposit inh -8, EWS-Fli block -2, Cneo AK release 58, miR122 inh -5[16.7 µM], PGC1a acetyl inh 0, PAX8 reporter -24, Casp6 inh 3 and LGR2 inh 2.
For C[C@H](CO)N1C[C@H](C)[C@@H](CN(C)S(=O)(=O)c2ccc(F)cc2)Oc2c(cccc2N(C)C)C1=O the results were EWS-Fli block -3, Cneo AK release -6, miR122 inh 11[16.7 µM], PGC1a acetyl inh 0, PAX8 reporter 17 and Casp6 inh -1.
C[C@H](CO)N1C[C@H](C)[C@H](CN(C)Cc2ccc(C(=O)O)cc2)Oc2c(NC(=O)Nc3ccc(C(F)(F)F)cc3)cccc2C1=O was read as EWS-Fli block 3, miR122 inh -3[16.7 µM], PGC1a acetyl inh 2 and LGR2 inh 4.
Screening COc1ccc(CNC(=O)c2cc3c(=O)n4cccc(C)c4nc3n(CC3CCCO3)c2=N)cc1 (configuration not stated) returned FN deposit inh -5, Cneo AK release -2, miR122 inh 1, PGC1a acetyl inh -4, PAX8 reporter -3, Casp6 inh 2 and LGR2 inh 1.
O=C(c1ccc2ccccc2c1)N1CCCCC1 was read as FN deposit inh 2, EWS-Fli block -16, Cneo AK release -1, miR122 inh -4, PGC1a acetyl inh -5, PAX8 reporter 5, Casp6 inh -2 and LGR2 inh 9.
`Cc1cccc(CS(=O)(=O)Cc2ccc(C(=O)NCCCN3CCCC3)o2)c1` gave FN deposit inh 1, Cneo AK release 1, PGC1a acetyl inh 21 and LGR2 inh 10.
For Cc1ccc(CNC(=O)C2CCCN(c3nc4ccsc4c(=O)s3)C2)cc1 (configuration not stated) the results were FN deposit inh 0, EWS-Fli block -3, miR122 inh 0, PGC1a acetyl inh 1, PAX8 reporter -4, Casp6 inh -2 and LGR2 inh -9.
CC(C)(C)S(=O)(=O)N1Cc2cc(CO)ccc2[C@@H]1CCO was read as FN deposit inh -13, EWS-Fli block -8, PAX8 reporter -43, Casp6 inh 3 and LGR2 inh -10.
For CS(=O)(=O)Nc1ccc(C(=O)NC2CCCC2)cc1 the results were FN deposit inh -3, Cneo AK release 4, miR122 inh 3, PGC1a acetyl inh 2 and PAX8 reporter 13.
For CCC(=O)N1[C@H](CO)[C@@H](c2ccccc2)[C@@H]1CN(C(C)C)S(C)(=O)=O the results were FN deposit inh -14, EWS-Fli block -3, Cneo AK release -8, miR122 inh -33[16.7 µM], PGC1a acetyl inh 8, PAX8 reporter -6, Casp6 inh 3 and LGR2 inh 1.
COc1cc(C(=O)OCC(=O)Nc2sccc2C(N)=O)cc(OC)c1OC was read as FN deposit inh 4, EWS-Fli block 61*, miR122 inh 36, PAX8 reporter 9, Casp6 inh 4 and LGR2 inh -6.
`OC1(C#CCN2CCCC2)CCCCC1` gave FN deposit inh 1, EWS-Fli block 0, Cneo AK release 2, miR122 inh -1, PGC1a acetyl inh -4, PAX8 reporter 16 and Casp6 inh -3.
`COc1ccc(-c2nc3ncccc3o2)cc1NC(=O)c1cccs1` gave FN deposit inh -1, EWS-Fli block 7, Cneo AK release -1, miR122 inh -5, PAX8 reporter 16, Casp6 inh 2 and LGR2 inh -5.
CN(C)c1nc(C(N)=O)nc(N2CCOCC2)n1 was read as FN deposit inh 0, Cneo AK release 1, miR122 inh 0, PGC1a acetyl inh 1 and PAX8 reporter 6.

Looked up by compound from the list above, 3 records:
Screening O=C(C[C@@H]1C[C@@H]2c3cc(NC(=O)CC4CC4)ccc3O[C@@H]2[C@@H](CO)O1)NCc1ccccn1 returned FN deposit inh -8, EWS-Fli block -2, Cneo AK release 58, miR122 inh -5[16.7 µM], PGC1a acetyl inh 0, PAX8 reporter -24, Casp6 inh 3 and LGR2 inh 2.
For Cc1ccc(CNC(=O)C2CCCN(c3nc4ccsc4c(=O)s3)C2)cc1 (configuration not stated) the results were FN deposit inh 0, EWS-Fli block -3, miR122 inh 0, PGC1a acetyl inh 1, PAX8 reporter -4, Casp6 inh -2 and LGR2 inh -9.
Screening O=C(Nc1ccc2c(c1)OCCO2)C1c2ccccc2OCC(=O)N1CCc1ccccc1 (configuration not stated) returned FN deposit inh 15, EWS-Fli block -3, PAX8 reporter 23, Casp6 inh -2 and LGR2 inh 2.
